# proCasp7 act – counter-screen: procaspase-7 (human) activation; AID 463210; P55210; activation, % at 8.5 µM; hit rate 0.093% among 330,000; recombinant procaspase-7, Ac-DEVD-pNA absorbance 405 nm; D23A/D198A/D206A triple mutant, cannot self-cleave; scale: DMSO 0, 5 µM enzyme 100;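 active = percent activation above the screen-wide mean plus 3 SD, cut at about 25% in these data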
#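 Detection: p-Nitroaniline absorbance at 405 nm, read at 0 and 120 min; system: Uncleavable procaspase-7 mutant enzyme; evaluation: % activation from two-timepoint absorbance difference, scaled to controls; times: 1 h enzyme–compound preincubation and 2 h substrate reaction, both 25 °C; buffer or medium: Zinc-free HEPES pH 7.4 with 300 mM NaCl, 0.01% Triton X-100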
# proCasp3 act – procaspase-3 (human) activation; P42574; recombinant procaspase-3 D3A, Ac-DEVD-pNA absorbance 405 nm; activation, % at 8.5 µM; hit rate 0.11% among 330,000;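 active = activation above the mean of all tested compounds plus 3 SD, cut at about 21% in these data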;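 note: 0% = DMSO alone and 100% = DMSO wells spiked with extra 5 µM PC-3 D3A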
#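 Assay system: Procaspase-3 D3A mutant, all three cleavage aspartates alanine. Buffer or medium: Zinc-free HEPES saline buffer with Triton X-100. Times: 1 h compound preincubation, 2 h substrate hydrolysis at 25 °C. Measured by: 405 nm absorbance of p-nitroaniline, reads at 0 and 120 min. Read-out basis: percent activation relative to control range. Replicates: singlicate.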
# PAFAH2 inh – PAFAH2 (human) inhibition; Q99487; inhibition, % at 3.39 µM; hit rate 0.99% among 340,000; recombinant PAFAH2, FP-rhodamine activity probe, fluorescence polarization;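 active = inhibition above the mean over all tested compounds plus 3 SD, cut at about 30% in these data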;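 note: inhibitors block probe labeling of enzyme so polarization drops; 0% = enzyme with DMSO and 100% = wells lacking PAFAH2 protein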
# PP1 counter – counter-screen for PP5 inhibitors: inhibitors of human PP1-alpha. P62136. purified PP1alpha, OMFP fluorescence. inhibition, % at 6.7 µM. hit rate 0.9% among 320,000. AID 2235;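 active = inhibition above the mean inhibition of all tested compounds plus 3 SD, computed separately for each screening campaign, cut at about 15% in these data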
# PP5 primary – PP5 (human) phosphatase inhibition; purified PP5c, OMFP substrate fluorescence; inhibition, % at 6.7 µM; hit rate 0.18% among 320,000; AID 1987;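 active = inhibition above the campaign's mean inhibition across all tested compounds plus 3 SD, cut at about 9.5% in these data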;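 note: 0% = DMSO only and 100% = 100 µM cantharidin control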
# TPT1 inh – inhibitors of Candida albicans tRNA 2'-phosphotransferase TPT1; recombinant caTPT1, FP RNA substrate dephosphorylation; inhibition, % at 5 µM; hit rate 0.81% among 300,000;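 active = inhibition above the mean of all tested compounds plus 3 SD, set per screening campaign, cut at about 24% in these data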;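 note: plate controls were DMSO alone for no effect and ferristatin control at 100 nM for full effect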
# AHR act – activates the human aryl hydrocarbon receptor; AHR-responsive luciferase reporter cells, luminescence; hit rate 2.5% among 320,000; P35869; activation, % at 5 µM; in the data active = activation above about 47%;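 note: 0% = vehicle wells and 100% = reference agonist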
# Target sequence (P35869 whole entry, looked up): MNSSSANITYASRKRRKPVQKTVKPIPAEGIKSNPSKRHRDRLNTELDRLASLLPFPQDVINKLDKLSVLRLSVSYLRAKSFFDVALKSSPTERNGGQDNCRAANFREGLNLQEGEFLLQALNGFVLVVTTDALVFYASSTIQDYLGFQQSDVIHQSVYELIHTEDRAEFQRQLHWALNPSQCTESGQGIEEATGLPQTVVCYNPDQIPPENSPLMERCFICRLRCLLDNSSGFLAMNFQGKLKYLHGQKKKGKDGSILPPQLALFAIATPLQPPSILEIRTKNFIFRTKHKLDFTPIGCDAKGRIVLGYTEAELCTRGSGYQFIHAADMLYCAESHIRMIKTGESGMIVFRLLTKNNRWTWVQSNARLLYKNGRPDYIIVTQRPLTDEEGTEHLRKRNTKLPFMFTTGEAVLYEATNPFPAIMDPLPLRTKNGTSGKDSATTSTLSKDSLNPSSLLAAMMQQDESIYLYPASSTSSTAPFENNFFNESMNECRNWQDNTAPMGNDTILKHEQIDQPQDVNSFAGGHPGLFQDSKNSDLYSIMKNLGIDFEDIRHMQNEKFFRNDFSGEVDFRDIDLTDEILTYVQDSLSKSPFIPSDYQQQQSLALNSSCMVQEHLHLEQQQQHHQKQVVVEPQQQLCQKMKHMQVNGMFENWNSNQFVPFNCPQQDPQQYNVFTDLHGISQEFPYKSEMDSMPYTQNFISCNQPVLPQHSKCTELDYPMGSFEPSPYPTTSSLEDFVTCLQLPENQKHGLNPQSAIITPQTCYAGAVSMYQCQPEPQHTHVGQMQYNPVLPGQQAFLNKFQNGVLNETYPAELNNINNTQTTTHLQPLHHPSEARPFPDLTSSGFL
# CTSL1 counter – cathepsin L1 inhibition, PFM18AAP counter-screen. inhibition, % at 5.96 µM. hit rate 0.49% among 300,000. recombinant F. hepatica cathepsin L1, Z-Leu-Arg-MCA fluorescence;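 active = inhibition above the mean of all tested compounds plus 3 SD, set per screening campaign, cut at about 17% in these data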;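 note: 0% = plate median of test compound wells and 100% = 1 µM Z-Phe-Ala-diazomethylketone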
# HCV core dimer – blocks dimerization of HCV core protein | TR-FRET GST/Flag-core106 dimerization, 1536-well | inhibition, % at 5 µM | hit rate 0.33% among 300,000 | AID 1899;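 active = inhibition above the mean of all tested compounds plus 3 SD, set per screening campaign, cut at about 45% in these data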
#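 System: GST/Flag-tagged HCV core106 proteins. Incubation: compound-protein-antibody incubation 4 h at 22.5 °C. Technique: HTRF with 340 nm excitation, 617/671 nm emission. Medium: KF-containing HEPES buffer, pH 7.45, DTT, CHAPS, BSA. Read-out: inhibition (%) from 671 over 617 nm ratio. Also added: Eu(K)-anti-GST 90 ng/mL plus XL665-anti-Flag 1 µg/mL.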
# An asterisk follows results filed as active; . = not tested or not shown; & = joins results of further samples.
SMILES,proCasp7 act,proCasp3 act,PAFAH2 inh,PP1 counter,PP5 primary,TPT1 inh,AHR act,CTSL1 counter,HCV core dimer
COc1ccccc1CCC(=O)OC(C)C(=O)Nc1c(C)n(C)n(-c2ccccc2)c1=O (stereo not given),-5,12,-7,-6,-0.8,-3,0,1,-1
Cc1cc(C)c(C(=O)OCC(=O)Nc2cccc(S(=O)(=O)N3CCCCC3)c2)c(C)c1,9,5,-19,0,2.6,2,5,-6,7
CC(C)C(=O)Nc1ccc2nn(-c3ccc(F)cc3)nc2c1,-5,13,4,7,-0.6,2,-4,3,-21
COc1cc(/C=N/NC(=O)c2nonc2C)ccc1O,-9,-4,-6,-1,-1.8,-1,17,2,-15
CCc1cc2c3c([nH]c2cc1S(=O)(=O)N1CCC2(CC1)OCCO2)CCCC3=O,-2,-8,6,-8,-2.3,2,4,-3,-8
O=C(O)c1csc(-c2ccc(Cl)cc2)n1,-1,1,3,2,3.0,2,2,1,1
Oc1cccc(C=NCc2ccccc2)c1O,-16,-14,9,8,3.4,-5,-2,2,3
COc1ccc(C(C[N+](=O)[O-])c2c(C)[nH]c3ccccc23)cc1OC (stereo not given),-10,-11,-1,-2,4.8,3,60*,-3,-4
COc1ccc(Br)cc1C1CC(=O)N2CN(Cc3ccccc3)CSC2=C1C#N (stereo not given),-28,-13,17,-5,-0.1,-1,1,-1,0
CC(=O)c1ccccc1NC(=O)COC(=O)c1cc2ccccc2[nH]1,6,-8,-4,5,-1.0,.,26,.,.
CC1(c2ccccc2)NC(=O)N(NC(=O)COC(=O)c2cc(Br)ccc2O)C1=O (stereo not given),3,-1,-2,-1,0.0,1,-2,-5,-4
O=C1CCC([N+](=O)[O-])C(c2cccc3ccccc23)N1 (stereo not given),0,2,0,-1,0.2,3,-1,1,3
Cc1ccc(NC(=O)CN(C)C(=O)CSc2ncc(C(F)(F)F)cc2Cl)cc1,2,-3,-11,2,2.3,-2,2,1,-5
c1ccc(Nc2nc3ccccc3n3cnnc23)cc1,-8,5,-6,2,0.3,-7,24,3,-3
CCN(CC)C(=O)c1sc(N)c(C(=O)OC(C)C)c1C,-12,-10,-5,-4,-0.4,-8,13,-2,6
O=C(Nc1ccc(C(=O)OC[C@@H]2CCCN3CCCC[C@H]23)cc1)c1cccc(Br)c1,4,8,-7,4,4.3,4,-3,2,-9
COC(=O)c1[nH]c2ccccc2c1NC(=O)C(C)N1CCOCC1 (stereo not given),6,7,6,-1,0.4,-3,16,-1,-6
CC(C)c1nnc(NC(=O)c2ccc3c(c2)OCO3)s1,10,2,4,2,-0.9,-2,2,1,-3
O=C(NCC(=O)N1CCN(S(=O)(=O)/C=C/c2ccccc2)CC1)c1ccccc1F,-3,-4,1,2,0.0,3,0,-4,0
CC1(C)C[C@@H]2C[C@@](C)(CN2C(=O)c2ccccc2)C1,1,3,7,-5,-3.3,1,-3,1,-2
COc1ccc(N2CCN(S(=O)(=O)c3c(C)n(C)c(=O)n(C)c3=O)CC2)cc1,-2,4,-4,-5,0.2,-3,0,-3,0
COC(=O)c1c(N)sc2c1CC(C)(C)OC2,5,-10,3,-1,2.4,2,0,-1,-1
Cc1noc(C)c1C(=O)Nc1ccc(S(=O)(=O)N2CCCCC2)cc1,2,-4,2,-3,1.7,-1,1,1,1
CCOc1ccc(NC(=O)CN(C)C(=O)c2csc3c2CCCC3)cc1OCC,3,2,1,2,-0.6,.,9,.,.
CC1CCCCC12NC(=O)N(CC(=O)Nc1nccs1)C2=O (stereo not given),11,6,-8,.,.,.,1,.,.
Cc1cc(C(=O)NC(=S)Nc2cccc(NC(=O)C(C)C)c2)ccc1[N+](=O)[O-],-9,2,-2,2,4.1,-4,8,-3,-6
CC(C)(CO)NC(=O)CC1C(=O)NCCN1CC(c1ccccc1)c1ccccc1 (stereo not given),6,0,0,-1,0.5,-3,4,4,4
O=C(CN1CCOCC1)N/N=C/c1ccc(-c2cccc(Cl)c2Cl)o1,2,-7,-2,-6,-0.2,6,23,3,4
Cc1cc(C)c(NC(=O)c2cc3c(nc4sccn43)s2)c(C)c1,-10,-3,5,1,0.5,0,9,0,31
CCn1c(=O)n(-c2ccc(Cl)cc2)c(=O)c2c3c(sc21)COC(C)(C)C3,8,1,-6,-2,0.6,-2,-1,2,-6
COc1ccc(C(c2c(C)n(C)n(-c3ccccc3)c2=O)c2c(C)n(C)n(-c3ccccc3)c2=O)cc1,7,-2,21,-2,-0.8,-3,-4,0,-7
CCN(CC)S(=O)(=O)c1cc(NC(=O)c2cc(-c3ccccn3)nc3ccccc23)ccc1C,13,3,-32,3,3.4,1,2,2,7
O=C(N/N=C/c1cccnc1)c1cc(Br)ccc1O,-1,17,-5,0,-0.8,-3,29,-2,6
COc1ccc(S(N)(=O)=O)cc1C(=O)NCC(C)(C)N1CCOCC1,7,-2,2,7,0.0,-2,0,4,-10
CCCCCCSc1ccc(-c2nc3ccc(Cl)cn3c2NCCCC)cc1OC,-14,-3,-8,.,.,.,2,.,.
CCOC(=O)C1CCCN(c2ncnc3c2cnn3-c2ccc(OC)cc2)C1 (stereo not given),-7,1,3,-2,4.9,4,3,-5,-3
CC(=O)Nc1ccc(NC(=O)CSc2nc3ccccc3nc2N2CCC(C)CC2)cc1,0,-1,-9,2,-0.2,-2,-8,0,-9
CCCCC(=O)Nc1cccc(NC(=S)NC(=O)Cc2ccccc2)c1,4,-1,2,0,0.5,-6,12,4,-4
COc1ccc(Cc2nc(-c3ccc(-n4cccc4)cc3)no2)cc1,-8,1,-1,1,1.3,4,-3,5,1
COc1ccccc1NC(=O)C1CCCN(c2cnccn2)C1 (stereo not given),-1,1,-2,0,-1.1,-1,96*,-2,7
CC1CCC2(CC1)NC(=O)N(NC(=O)c1cccc(N(C)C)c1)C2=O (stereo not given),-3,4,4,-2,2.5,.,1,.,.
COc1ccc(/C(C)=N/NC(=O)CNC(=O)/C=C\c2ccco2)cc1,-14,0,-2,-7,0.4,2,3,0,7
CN(C)c1cc(-c2ccc([N+](=O)[O-])cc2)oc(=O)c1Cl,5,8,4,1,2.8,-2,-3,3,3
CC(=O)N1CCN(C(=O)C2(NC(=O)Nc3ccccc3Cl)CCCCC2)CC1,-9,14,-5,7,3.2,-2,0,-3,-2
COc1cccc(N/C=C(\C#N)c2ccc(OCCCF)cc2)c1,-6,4,13,1,2.6,-1,25,-2,12
CCCc1nc2ccccc2c(=O)n1NC(=O)c1c(O)c2ccccc2[nH]c1=O,4,12,-1,1,-0.5,3,-1,1,-6
O=C(NCCCN1CCc2ccccc2C1)Nc1ccc(Cl)cc1,9,-1,-3,2,2.8,1,41,-4,0
COC(=O)C1=NN(c2ccc(Cl)cc2)C2C(=O)N(c3ccccc3OC)C(=O)C12 (stereo not given),30*,15,5,0,1.4,1,8,1,-2
Cc1cc(C)c(-c2csc(NC(=O)CCCc3nc4ccccc4c(=O)[nH]3)n2)c(C)c1,4,2,-2,2,3.4,2,7,1,-3
COc1cc(C(c2sc3nc(C)nn3c2O)N2CCc3ccccc3C2)cc(OC)c1OC (stereo not given),1,9,-2,2,2.9,0,4,-3,-3

# Additional compounds follow:
SMILES,proCasp7 act,proCasp3 act,PAFAH2 inh,PP1 counter,PP5 primary,TPT1 inh,AHR act,CTSL1 counter,HCV core dimer
Cc1[nH]c2ccccc2c1C(=O)COC(=O)Cn1cnc2ccccc21,1,-15,-6,0,1.9,2,8,-5,4
CNC(=O)c1ccsc1NC(=O)C1CCN(S(=O)(=O)c2ccc(Cl)s2)CC1,-2,-1,1,-5,0.3,-3,2,4,5
CC1Cc2ccccc2N1C(=O)CSc1nc(-c2ccccc2)cs1 (stereo not given),-3,-2,-4,-1,0.5,0,16,1,11
COc1ccc(CN(C(=S)Nc2ccccc2)C2CC(=O)N(c3ccc(F)cc3)C2=O)cc1 (stereo not given),-14,-5,3,3,3.9,-3,1,-2,-3
CCOC(=O)/C=C1\SCC(=O)N1CC(=O)Nc1ccc2c(c1)CCC2,7,4,6,0,1.8,10,4,0,1
Nc1ccn([C@H]2C[C@H](O)[C@@H](CO)O2)c(=O)n1,-4&0,-7&0,-7&-9,-4&1,-4.0&-4.6,-5&-5,4&-3,6&3,-12&-3
O=C(NCC(=O)N(c1ccccc1F)C(C(=O)NCC1CCCO1)c1ccccc1)c1ccco1 (stereo not given),-2,4,-8,-3,1.6,-2,4,3,-2

# Structural class: those above with a Cl atom.
SMILES,proCasp7 act,proCasp3 act,PAFAH2 inh,PP1 counter,PP5 primary,TPT1 inh,AHR act,CTSL1 counter,HCV core dimer
O=C(O)c1csc(-c2ccc(Cl)cc2)n1,-1,1,3,2,3.0,2,2,1,1
Cc1ccc(NC(=O)CN(C)C(=O)CSc2ncc(C(F)(F)F)cc2Cl)cc1,2,-3,-11,2,2.3,-2,2,1,-5
O=C(CN1CCOCC1)N/N=C/c1ccc(-c2cccc(Cl)c2Cl)o1,2,-7,-2,-6,-0.2,6,23,3,4
CCn1c(=O)n(-c2ccc(Cl)cc2)c(=O)c2c3c(sc21)COC(C)(C)C3,8,1,-6,-2,0.6,-2,-1,2,-6
CCCCCCSc1ccc(-c2nc3ccc(Cl)cn3c2NCCCC)cc1OC,-14,-3,-8,.,.,.,2,.,.
CN(C)c1cc(-c2ccc([N+](=O)[O-])cc2)oc(=O)c1Cl,5,8,4,1,2.8,-2,-3,3,3
CC(=O)N1CCN(C(=O)C2(NC(=O)Nc3ccccc3Cl)CCCCC2)CC1,-9,14,-5,7,3.2,-2,0,-3,-2
O=C(NCCCN1CCc2ccccc2C1)Nc1ccc(Cl)cc1,9,-1,-3,2,2.8,1,41,-4,0
COC(=O)C1=NN(c2ccc(Cl)cc2)C2C(=O)N(c3ccccc3OC)C(=O)C12 (stereo not given),30*,15,5,0,1.4,1,8,1,-2
CNC(=O)c1ccsc1NC(=O)C1CCN(S(=O)(=O)c2ccc(Cl)s2)CC1,-2,-1,1,-5,0.3,-3,2,4,5

# Assay outcomes deposited in PubChem BioAssay by The Scripps Research Institute Molecular Screening Center.
